PglD inh: C. jejuni PglD acetyltransferase inhibitors, primary screen, biochemical, DTNB colorimetric, single point. UDP-N-acetylbacillosamine N-acetyltransferase PglD (Campylobacter jejuni). purified PglD enzyme, DTNB colorimetric CoA detection. inhibition, % at 12.5 µM. 360,000 compounds, 0.098% hits; in the data active means inhibition above about 16%, passing the limit was not always enough; further: strong numbers were not always called active
PAX8 inh HTS: inhibitors of PAX8-driven TPO luciferase reporter, primary screen, RMG-I cells, single concentration. SteadyGlo, 24 h. inhibition, % at 12.6 µM. 360,000 compounds, 1.2% hits. AID 652154, 2013;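 active means mean replicate inhibition at least 60% with every replicate also reaching 60%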;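 further: luciferase light reporting Pax8 driven TPO promoter activity; plate controls were median of neutral control wells for no effect and mitoxantrone controls for full effect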
FN deposition inh: inhibitors of fibronectin matrix deposition, primary screen, AH1F cells, Alexa488-fibronectin fluorescence, plate reader. AH1F fibroblasts, overnight. inhibition, % at 12.6 µM. 350,000 compounds, 0.086% hits;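 active means mean inhibition across replicates of 30% or more, regardless of how many single replicates reach that level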;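 further: positive control wells lacked labelled fibronectin entirely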
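test system = AH1F fibroblasts assembling fluorescent fibronectin matrix | quantity = 10000 AH1F cells per well | buffer or medium = DMEM plus 2% serum, read in PBS | doses = single dose, pinned | incubation = 1 h cell attachment, overnight exposure to compound and label | detection = fluorescence at 485 nm excitation, 525 nm emission | read-out basis = inhibition from reduced deposited-fibronectin fluorescence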
ERAP1 inh: human ERAP1 aminopeptidase inhibitors, primary screen, biochemical, single point, plate reader | Endoplasmic reticulum aminopeptidase 1 (Homo sapiens), Q9NZ08 | recombinant ERAP1, Leu-AMC fluorescence, 60 min | inhibition, % at 10.7 µM | 340,000 compounds, 0.15% hits | AID 652197, 2013;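 active means mean replicate inhibition of at least 30%, or all replicates individually reaching that 30% level; inactive means mean below 30% and not every replicate reaching it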;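 further: 0% = neutral control wells and 100% = L-leucinethiol positive control wells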
Target sequence (Q9NZ08 whole entry, looked up): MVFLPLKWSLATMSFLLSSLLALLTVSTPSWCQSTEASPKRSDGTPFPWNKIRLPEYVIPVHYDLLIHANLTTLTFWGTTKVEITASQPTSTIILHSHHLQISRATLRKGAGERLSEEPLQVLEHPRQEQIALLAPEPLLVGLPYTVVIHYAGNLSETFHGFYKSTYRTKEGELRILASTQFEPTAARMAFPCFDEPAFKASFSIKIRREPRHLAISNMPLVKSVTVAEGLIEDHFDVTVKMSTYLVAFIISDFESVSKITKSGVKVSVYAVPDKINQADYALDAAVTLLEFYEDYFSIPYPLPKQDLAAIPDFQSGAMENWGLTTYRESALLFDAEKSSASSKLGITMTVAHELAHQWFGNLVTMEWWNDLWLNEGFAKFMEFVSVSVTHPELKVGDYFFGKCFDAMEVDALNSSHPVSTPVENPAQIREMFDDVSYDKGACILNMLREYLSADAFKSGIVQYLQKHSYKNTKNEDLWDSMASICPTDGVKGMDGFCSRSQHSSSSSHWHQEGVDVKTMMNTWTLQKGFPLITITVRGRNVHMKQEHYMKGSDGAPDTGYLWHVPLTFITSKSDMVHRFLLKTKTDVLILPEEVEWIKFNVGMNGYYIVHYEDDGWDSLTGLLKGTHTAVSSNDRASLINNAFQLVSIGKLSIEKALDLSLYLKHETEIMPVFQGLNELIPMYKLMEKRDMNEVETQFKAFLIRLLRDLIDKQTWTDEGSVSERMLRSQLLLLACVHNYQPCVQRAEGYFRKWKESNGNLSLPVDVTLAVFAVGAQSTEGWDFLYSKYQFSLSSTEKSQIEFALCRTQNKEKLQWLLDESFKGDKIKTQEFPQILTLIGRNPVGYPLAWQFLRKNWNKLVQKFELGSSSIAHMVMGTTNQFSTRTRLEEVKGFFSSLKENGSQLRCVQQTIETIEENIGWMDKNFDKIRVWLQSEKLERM
LGR2 inh: inhibitors of bursicon-induced LGR2 CRE-luciferase signal, primary screen, cell-based, HEK293, CRE-luciferase reporter, bursicon stimulation; inhibition, % at 9.99 µM; AID 720647, 2013; 380,000 compounds, 0.35% hits; bursicon-stimulated, 4 h;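 active means drop in luminescence signal, shown as inhibition above about 50% in the replicate tests, limit read from the data, passing the limit was not always enough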;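 further: agonist challenge used bursicon conditioned medium at about half maximal strength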
PGC1a acetyl inh: inhibitors of PGC1a acetylation signal, primary screen, cell-based, U2OS, AlphaScreen, inhibitor mode; AlphaScreen anti-acetyl-lysine; with virally co-expressed GCN5 acetyltransferase; inhibition, % at 15.6 µM; 350,000 compounds, 0.17% hits;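 active means every replicate shows inhibition of at least 40%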;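 further: 0% = neutral control wells and 100% = positive control wells; some results beyond the cut were filed as inactive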
S100A4 inh HTS: inhibitors of S100A4-myosin IIA peptide binding, primary screen, biochemical, fluorescence polarization, TAMRA-MyoIIA peptide. 360,000 compounds, 0.14% hits. Protein S100-A4 (Homo sapiens), P26447. AID 652163, 2013. inhibition, % at 10.7 µM;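 active means mean inhibition of at least 70% across replicates, with every replicate also reaching that level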
Target sequence (P26447 whole entry, looked up): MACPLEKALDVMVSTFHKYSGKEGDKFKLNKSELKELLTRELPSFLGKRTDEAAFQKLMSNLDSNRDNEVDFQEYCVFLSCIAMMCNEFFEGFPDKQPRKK
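Compound dosing: one dose per compound; test system: human S100A4 monomer with TAMRA-labelled myosin IIA peptide; probe or stimulus: TAMRA-labelled myosin IIA heavy-chain peptide probe, 5 nM; medium: HEPES buffer with Ca2+, pH 7.2; schedule: 5 min incubation before reading; benchmarks: neutral control DMSO, positive control TFP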
EWS-Fli inh: EWS/Fli-driven NR0B1 reporter inhibitors, primary screen, A673 cells, NR0B1 luciferase, luminescence, MLPCN library; 350,000 compounds, 0.67% hits; inhibition, % at 12.6 µM; viability-normalised;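 active means mean inhibition of at least 50% after viability correction, with every replicate also passing that limit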;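 further: firefly luciferase signal divided by Alamar Blue viability fluorescence both relative to DMSO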
Starred values were filed as active, the others as inactive; nt = no result given.

SMILES	PglD inh	PAX8 inh HTS	FN deposition inh	ERAP1 inh	LGR2 inh	PGC1a acetyl inh	S100A4 inh HTS	EWS-Fli inh
CCc1nnc(NC(=O)COc2ccc([N+](=O)[O-])cc2)s1	-7	6	1	7	28	-13	0	7
Cc1cc(C)cc(OCC(=O)NC(C)c2ccccc2)c1 (stereo not given)	-1	-7	-2	2	4	-14	5	-4
COC(=O)c1ccc(Cn2nnc3c(=O)[nH]c(C4CCCN(S(=O)(=O)c5ccc(C)cc5)C4)nc32)cc1 (stereo not given)	-2	6	8	-1	-4	nt	-3	nt
C[C@@H]1CN([C@@H](C)CO)C(=O)Cc2cc(NS(=O)(=O)c3ccc(Cl)cc3)ccc2O[C@H]1CN(C)CC1CCCCC1	3	43	nt	-1	9	-38	1	13
CNc1cncc(C(=O)O)c1	nt	-5	-5	1	-14	nt	0	1
Cc1ccc(NC(=O)COC(=O)c2ccc(F)cc2Cl)c(Br)c1	3	-27	-6	-1	-16	4	-2	2
CCCC#Cc1ccc2c(c1)O[C@@H](CN(C)Cc1cncnc1)[C@H](C)CN([C@H](C)CO)S2(=O)=O	4	nt	14	0	-8	-16	-4	21
Cc1ccc(CNC(=O)c2ccc(N3CCC4(CC3)CC(c3ccccc3)=NO4)c(NC(=O)c3ccccc3)c2)cc1	-4	17	11	2	-8	4	-1	3
CN(C)C(/C=C/Nc1ccc(Br)cc1)=C(C#N)C#N	nt	17	8	-2	-50	3	-1	-7
CCN(c1ccccc1)S(=O)(=O)c1ccc(OC)c(NC(=O)CNCCc2ccccc2)c1	-1	16	2	1	9	-11	0	16
CNC(=O)C[C@@H]1CC[C@H]2[C@@H](COc3ccc(NC(=O)Nc4ccc(F)c(F)c4)cc3C(=O)N2C)O1	3	2	1	-2	5	19	11	0
CCn1cc(C(=O)O)c(=O)c2cc(F)c(N3CCN(C(=S)NC(=O)c4ccc(Br)cc4)CC3)cc21	0	1	-3	0	-7	-5	6	16
CC1(c2nnc(-c3ccccc3)o2)CC(c2ccccc2)=NO1 (stereo not given)	-4	-6	2	6	-26	nt	2	-44
CCCNC(=O)N(C)C[C@@H]1Oc2ncc(C#C[C@@H](C)O)cc2C(=O)N([C@H](C)CO)C[C@@H]1C	-2	nt	-4	0	-16	-7	-3	-9
Cc1ccc(Cn2nnc3c(=O)[nH]c(C4CCCN(S(=O)(=O)c5ccccc5F)C4)nc32)cc1 (stereo not given)	-12	4	4	0	-8	-21	0	nt
Cc1noc(C)c1-c1ccc(C(=O)N2CCN(C)CC2)c2occc12	2	nt	3	3	1	1	2	-2
C[C@@H](O)C#Cc1ccc2c(c1)O[C@H](CN(C)C(=O)Cc1ccccn1)[C@@H](C)CN([C@@H](C)CO)S2(=O)=O	2	nt	nt	-2	2	6	6	4
CN(C)C(CNC(=O)c1cccc(S(=O)(=O)N2CCc3ccccc3C2)c1)c1ccccc1 (stereo not given)	-1	33	19	-1	13	-2	-4	8
C[C@H](CO)N1C[C@H](C)[C@H](CN(C)C(=O)Cc2ccccc2)OCCCC[C@H](C)Oc2ccc(NS(=O)(=O)c3cccs3)cc2C1=O	-1	0	nt	-2	5	-5	-2	-3
Cn1c(=O)c2sccc2n(Cc2ccccc2)c1=O	-1	14	2	4	-4	5	15	11
C[C@H]1CN([C@@H](C)CO)C(=O)Cc2cc(NC(=O)Nc3ccc(C(F)(F)F)cc3)ccc2O[C@H]1CN(C)Cc1ccc(C(=O)O)cc1	-1	15	nt	0	16	5	1	-1
CCOC(=O)Cn1c(=O)n(Cc2ccc(OC)cc2)c(=O)c2cccnc21	2	6	3	-1	-24	-4	-6	-9
Cc1cccc(C(=O)O[C@@H]2[C@H](Cc3ccccc3)NS(=O)(=O)[C@H]3C[C@@H]4C=C[C@]23O4)c1	-2	-6	-20	0	-8	0	2	-8
CC[C@@H](C)[C@@H]1CN([C@@H](CN2CCC[C@H]2CN2C(N)=NC[C@H]2C(C)C)C(C)C)C(=N)N1CCCC1CCCC1	1	84*	-4	12	8	-4	-1	-6
C=CCNC(=O)CSc1nnc(-c2ccncc2)n1CCc1ccccc1	-5	1	7	nt	nt	-2	nt	nt

One compound at a time (already shown).
Entry for Cc1ccc(CNC(=O)c2ccc(N3CCC4(CC3)CC(c3ccccc3)=NO4)c(NC(=O)c3ccccc3)c2)cc1 : PglD inh: -4; PAX8 inh HTS: 17; FN deposition inh: 11; ERAP1 inh: 2; LGR2 inh: -8; PGC1a acetyl inh: 4; S100A4 inh HTS: -1; EWS-Fli inh: 3
Entry for Cc1noc(C)c1-c1ccc(C(=O)N2CCN(C)CC2)c2occc12 : PglD inh: 2; PAX8 inh HTS: nt; FN deposition inh: 3; ERAP1 inh: 3; LGR2 inh: 1; PGC1a acetyl inh: 1; S100A4 inh HTS: 2; EWS-Fli inh: -2
Entry for CCCNC(=O)N(C)C[C@@H]1Oc2ncc(C#C[C@@H](C)O)cc2C(=O)N([C@H](C)CO)C[C@@H]1C : PglD inh: -2; PAX8 inh HTS: nt; FN deposition inh: -4; ERAP1 inh: 0; LGR2 inh: -16; PGC1a acetyl inh: -7; S100A4 inh HTS: -3; EWS-Fli inh: -9

Other records.
SMILES	PglD inh	PAX8 inh HTS	FN deposition inh	ERAP1 inh	LGR2 inh	PGC1a acetyl inh	S100A4 inh HTS	EWS-Fli inh
C/C(=N\NS(=O)(=O)c1ccc(C)cc1)c1ccc(Br)s1	-2	nt	-1	nt	2	-7	nt	nt
O=C(C[C@H]1CC[C@@H](NC(=O)CN2CCOCC2)[C@H](CO)O1)NCc1cccc(F)c1	-2	-1	-9	5	23	1	7	-1
CCCCN(CC)CCNC(=O)CCC(=O)Nc1ccc2nc(N3CCN(C)CC3)cc(C)c2c1	5	-16	-2	17	nt	-1	-2	-18
CC1CCN(c2[nH]c(=S)c(C#N)c3c2CCCC3)CC1	-3	nt	-12	0	4	0	-3	nt
Cc1cc(C)nc(N/N=C/c2c(CO)cnc(C)c2O)n1	-5	11	-3	-5	0	nt	-10	9
CC(=O)c1ccc(OCCCCOc2ccc(C(C)=O)cc2)cc1	-3	8	-6	13	-6	-15	-4	11
Cc1nnc(SCC(=O)NNC(=O)c2ccc(F)cc2)n1Cc1ccccc1	-2	-8	-2	4	-6	-6	-3	1
COc1ccc(NC(=O)Nc2ccc3c(c2)C(=O)N([C@@H](C)CO)C[C@@H](C)[C@@H](CN(C)C(=O)NC(C)C)OCCCC[C@@H](C)O3)cc1	3	-24	-11	0	-4	0	0	2
Cc1cc([N+](=O)[O-])cnc1Sc1nccn1C	nt	1	-2	-3	2	nt	2	-4
Cc1cccc(OCC(=O)N2CCCc3ccccc32)c1	nt	-1	nt	-3	5	1	-6	7
O=C(COc1ccccc1F)N1CCCc2ccccc21	0	-8	7	0	-12	11	-2	5
CC1=C(C(N)=O)C(c2ccc(Cl)c(Cl)c2)n2ncnc2N1 (stereo not given)	-3	-2	0	-1	-5	4	6	10
O=C(c1cccs1)N(Cc1cc2ccccc2[nH]c1=O)CC1CCCO1 (stereo not given)	2	7	-1	-4	19	-14	2	-1
Cc1cc2c(nn1)CCc1nonc1-2	1	nt	nt	5	nt	5	-3	12
C[C@@H]1CN([C@H](C)CO)C(=O)c2cccc(NS(=O)(=O)c3cccs3)c2O[C@H]1CN(C)S(=O)(=O)c1ccc(Cl)cc1	-3	3	nt	0	-13	2	-2	5
CC(C)(C)C(=O)C(Oc1cccc2nonc12)n1cncn1 (stereo not given)	0	nt	nt	1	10	7	-12	8
Cc1ccc(NC(=O)CCc2c(C)nn(-c3ccc(N4CCCCC4)nn3)c2C)cc1	2	-68	-7	1	-36	nt	-1	-75
O=C(Nc1ccc2nc3n(c(=O)c2c1)CCCCC3)c1ccccn1	-1	-82	-6	-2	44	18	1	-20
CC(C)c1ccc(S(=O)(=O)N2CCN(CC(=O)c3ccc(O)c(O)c3)CC2)cc1	-1	-5	6	2	4	nt	-1	32
Cn1c(CCC(N)=O)nnc1SCC(=O)Nc1ccccc1C(=O)NC1CC1	-5	-3	-2	3	-7	nt	-2	-6
C[C@H](CO)N1C[C@H](C)[C@H](CN(C)Cc2ccccc2)Oc2cc(-c3ccncc3)ccc2S1(=O)=O	0	nt	nt	-3	-16	-14	-5	12
CC(C)NC(=O)C1(C)CN(S(C)(=O)=O)CC(=O)N1C1CC1 (stereo not given)	nt	4	-5	nt	-3	nt	-2	-6
CC(C)(CNC(=O)c1cc2ccccc2o1)N1CCOCC1	0	3	12	nt	nt	-2	nt	nt
O=C(C[C@@H]1CC[C@H](NC(=O)CN2CCOCC2)[C@@H](CO)O1)NC1CCC1	-2	-13	-8	0	18	28	4	0
O=C(NCc1cccc(F)c1)C1CCC(=O)N(C2CC2)C1 (stereo not given)	4	nt	3	0	-1	-1	-41	0

Quoted at random: five compounds from above, in no set order.
SMILES	PglD inh	PAX8 inh HTS	FN deposition inh	ERAP1 inh	LGR2 inh	PGC1a acetyl inh	S100A4 inh HTS	EWS-Fli inh
Cc1cc(C)nc(N/N=C/c2c(CO)cnc(C)c2O)n1	-5	11	-3	-5	0	nt	-10	9
CC(C)(C)C(=O)C(Oc1cccc2nonc12)n1cncn1 (stereo not given)	0	nt	nt	1	10	7	-12	8
Cc1cccc(OCC(=O)N2CCCc3ccccc32)c1	nt	-1	nt	-3	5	1	-6	7
CC1=C(C(N)=O)C(c2ccc(Cl)c(Cl)c2)n2ncnc2N1 (stereo not given)	-3	-2	0	-1	-5	4	6	10
Cc1cc2c(nn1)CCc1nonc1-2	1	nt	nt	5	nt	5	-3	12

Later entries
SMILES	PglD inh	PAX8 inh HTS	FN deposition inh	ERAP1 inh	LGR2 inh	PGC1a acetyl inh	S100A4 inh HTS	EWS-Fli inh
CCOc1ccccc1Nc1nc(N)nc(CN(C)C2CCCCC2)n1	0	10	6	2	4	4	-4	nt
O=C(C[C@H]1CC[C@H]2[C@@H](COC[C@@H](O)CN2CCC(F)(F)F)O1)N1CCC(Cc2ccccc2)CC1	-4	6	-5	7	10	-3	2	4
Cc1[nH]c2ccccc2c1C(=O)c1cc([C@H](NC(=O)OC(C)(C)C)C(C)C)sc1N	nt	25	3	0	18	nt	0	17
Cc1ccc(C(=O)Oc2cccnc2)cc1[N+](=O)[O-]	nt	10	-8	14	2	nt	1	-13
O=C(CS(=O)(=O)Cc1ccccc1)NCc1ccc2c(c1)OCO2	-3	-9	1	nt	nt	16	-3	nt
COCC(=O)N(C)C[C@H]1Oc2ncc(C#C[C@H](C)O)cc2C(=O)N([C@H](C)CO)C[C@H]1C	-2	nt	5	0	-8	-4	1	3
C[C@H](CO)N1C[C@H](C)[C@@H](CN(C)Cc2ccc(Oc3ccccc3)cc2)Oc2ccc(NC(=O)Nc3ccc4c(c3)OCO4)cc2C1=O	1	nt	0	0	6	-13	-2	-3

Screening data (PubChem BioAssay)
